High-throughput results (PubChem)
OXTR agonist – human OXTR agonism. P30559. CHO-OTR cells, Fluo-8 calcium fluorescence; normalized: DMSO 0%, oxytocin 100%. activation, % at 3 µM. actives 0.32% (n = 320,000);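 active = activation above the mean of all tested compounds plus 3 SD, cutoff set per screening run, cut at about 20% in these data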;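 also: peak over basal fluorescence ratio from a 100 s FLIPR kinetic read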
M1 antag – antagonists of human M1 muscarinic receptor; P11229; CHO-K1 hM1, Fluo-8 calcium fluorescence, ACh EC80 antagonist; inhibition, % at 3 µM; actives 1.3% (n = 360,000); AID 588852;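 active = percent inhibition above its own plate's cutoff, namely the mean of that plate's compound wells plus 3 SD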;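 also: peak over basal fluorescence ratio during 140 s after agonist addition; 0% = ACh EC80 plus DMSO and 100% = DMSO alone without agonist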
Target sequence (P11229 whole entry, looked up): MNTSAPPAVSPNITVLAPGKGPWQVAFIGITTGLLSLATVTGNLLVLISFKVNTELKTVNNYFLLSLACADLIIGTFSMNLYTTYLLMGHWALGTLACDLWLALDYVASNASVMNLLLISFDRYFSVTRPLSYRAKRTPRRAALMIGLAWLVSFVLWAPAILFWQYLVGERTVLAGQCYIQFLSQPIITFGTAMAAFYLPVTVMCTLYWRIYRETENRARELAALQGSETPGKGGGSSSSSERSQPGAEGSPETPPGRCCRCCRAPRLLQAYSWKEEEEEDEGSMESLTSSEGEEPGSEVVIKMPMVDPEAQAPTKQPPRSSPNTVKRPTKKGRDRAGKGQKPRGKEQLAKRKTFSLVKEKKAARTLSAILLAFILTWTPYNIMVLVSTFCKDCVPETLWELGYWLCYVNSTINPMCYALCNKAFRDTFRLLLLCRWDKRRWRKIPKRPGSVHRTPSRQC
TAAR1 ag – human TAAR1 agonism; Q96RJ0; CHO RD-HGA16 TAAR1, Fluo-8 calcium fluorescence; vehicle wells 0%, saturating PEA agonist 100%; activation, % at 3 µM; actives 0.99% (n = 360,000); AID 624467;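 active = activation above the mean activation of all test compounds in the run plus 3 SD, cut at about 38% in these data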
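Repeats: no replicates (n 1) | Material: CHO-derived RD-HGA16 cells with stable Gα16 and human TAAR1 | Technique: Kinetic Fluo-8 calcium fluorescence | Schedule: 17-24 h seeding, 75 min 37 °C dye, 30 min RT | Evaluation: % activation from peak over basal fluorescence ratio, DMSO-to-PEA scaled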
OXTR potentiator – potentiators of human oxytocin receptor; P30559; actives 0.061% (n = 320,000); activation, % at 3 µM; CHO-OTR cells, Fluo-8 calcium fluorescence, potentiator mode; 0% = oxytocin EC15, 100% = EC100;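 active = activation above that plate's cutoff, the mean activation of tested compounds plus 3 SD, cut at about 6.6% in these data, passing the limit was not always enough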;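 also: 100% uses oxytocin at 75 nM as the full agonist control; some results filed as inactive read as strong as hits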
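Assay system: CHO-OTR cells, human receptor / Also added: oxytocin at about EC15, sub-maximal agonist stimulus / Dosing: single dose, 3.0 µM nominal final compound concentration / Incubation: 6 min pre-incubation, 100 s read / Technique: Fluo-8 calcium dye fluorescence / Read-out: % activation vs EC15 and EC100 oxytocin / Benchmarks: EC15 oxytocin low, 75 nM oxytocin high / Replicates: singlicate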
CHRM1 PAM – positive allosteric modulators of human M1 muscarinic receptor | activation, % at 3 µM | actives 0.088% (n = 360,000) | CHO-K1 hM1, Fluo-8 calcium fluorescence, ACh EC20; 0% = ACh EC20, 100% = maximal ACh | P11229 | AID 588819; in the data active = activation above about 19%, passing the limit was not always enough
V1aR counter – V1a receptor agonism, counter-screen for OXTR agonists; P37288; CHO-V1R cells, Fluo-8 calcium fluorescence, agonist mode; 0% DMSO, 100% 3 nM vasopressin; activation, % at 3 µM; actives 0.25% (n = 320,000); AID 2797;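 active = activation above the mean activation of all tested compounds plus 3 SD, per screening run, cut at about 20% in these data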;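 also: signal is peak over basal fluorescence ratio across a 100 second FLIPR read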
Target sequence (P37288 whole entry, looked up): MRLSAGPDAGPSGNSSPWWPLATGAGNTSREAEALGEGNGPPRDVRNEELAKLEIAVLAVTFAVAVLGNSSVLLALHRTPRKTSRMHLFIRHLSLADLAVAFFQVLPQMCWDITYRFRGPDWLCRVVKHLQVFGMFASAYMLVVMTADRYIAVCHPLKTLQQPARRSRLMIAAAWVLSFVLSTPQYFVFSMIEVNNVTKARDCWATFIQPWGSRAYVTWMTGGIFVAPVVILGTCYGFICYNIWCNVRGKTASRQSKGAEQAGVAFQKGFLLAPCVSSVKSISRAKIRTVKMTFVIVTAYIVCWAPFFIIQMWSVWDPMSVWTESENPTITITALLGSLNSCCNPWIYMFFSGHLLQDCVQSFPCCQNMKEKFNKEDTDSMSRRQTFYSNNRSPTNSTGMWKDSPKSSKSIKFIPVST
CHO parental Ca – signal in parental CHO cells, OX1R antagonist counter-screen; parental CHO-K1, ATP-induced calcium, Fluo-8 fluorescence; inhibition, % at 5.6 µM; actives 0.63% (n = 330,000); AID 463079;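 active = inhibition above that plate's mean sample inhibition plus 3 SD, cut at about 26% in these data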;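 also: 0% = ATP-challenged DMSO wells and 100% = DMSO wells without ATP; some compounds past the cut are filed as inactive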
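Assay system: parental CHO cells; Read-out basis: percent inhibition of ATP-evoked calcium rise, normalized to controls; Benchmarks: ATP and no-ATP DMSO wells; Compound dosing: single nominal dose of 5.6 µM per compound; Signal: Fluo-8 calcium dye fluorescence; Also added: ATP as calcium-mobilizing challenge; Repeats: singlicate.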
M1 ag – activates human CHRM1 receptor; CHO-K1 hM1, Fluo-8 calcium fluorescence, agonist mode; 0% DMSO, 100% acetylcholine EC100; activation, % at 3 µM; actives 0.33% (n = 360,000); AID 588814; P11229;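 active = activation above the run's mean compound activation plus 3 SD, cut at about 16% in these data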;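 also: peak over basal fluorescence ratio within a 140 s kinetic read after compound addition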
TAAR1 antagonist – human TAAR1 antagonism | Q96RJ0 | actives 1.5% (n = 360,000) | CHO RD-HGA16 TAAR1, Fluo-8 calcium fluorescence, antagonist | inhibition, % at 3 µM;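 active = inhibition above a per-plate cutoff, the mean inhibition of test compounds on that plate plus 3 SD, cut at about 49% in these data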;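 also: 0% = DMSO plus EC80 beta-PEA response and 100% = DMSO alone without agonist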
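Test system: RD-HGA16 CHO cells with stable hTAAR1 and Gα16 / Probe or stimulus: EC80 β-phenethylamine stimulus / Times: seeding 17-24 h prior, 75-min 37 °C, 30-min RT dye loading / Detection: Fluo-8 calcium-sensitive fluorescence / Read-out basis: % inhibition scaled between DMSO and EC80 PEA controls / Repeats: singlicate, one well per test compound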
* marks the source's active call; other numbers are inactive results; · = not tested or not shown.

Under each structure: OXTR agonist, M1 antag, TAAR1 ag, OXTR potentiator, CHRM1 PAM, V1aR counter, CHO parental Ca, M1 ag, TAAR1 antagonist
CSc1ncccc1C(=O)NCCc1ccccc1
 : -1.4, -15, 3, -8, 10, -0.9, 1, -6, -2
CN(C)Cc1ccccc1CNC(=O)c1ccc(Cl)c(S(=O)(=O)NC2CC2)c1
 : ·, -12, 1, ·, 8, ·, ·, -5, -3
Cc1cnc(C(=O)OCC(=O)NC23CC4CC(CC(C4)C2)C3)cn1
 : 0.0, 6, 7, -4, -6, -0.4, -10, -2, -14
Cc1ccc(C(=O)Nc2ccc(Cl)cc2C(F)(F)F)c(Cl)c1
 : -3.3, -9, 1, -6, 4, -0.7, -23, -7, -1
C=CCNC(=O)N1CCC(n2nccc2NC(=O)CCc2ccccc2)CC1
 : -1.5, 3, 3, -15, 3, 0.7, -1, -1, -31
O=C(CC1Nc2ccccc2NC1=O)Nc1ccccc1 (configuration not stated)
 : -0.6, -12, ·, -7, 9, 0.6, 4, -2, ·
CCOC(=O)c1c(C)[nH]c(C)c1C(=O)COC(=O)c1cccnc1OCC
 : 1.7, -6, 7, -4, 4, 1.4, -14, -1, 33
O=S(=O)(c1ccc(OCC(O)CN2CCc3ccccc3C2)cc1)N1CCOCC1 (configuration not stated)
 : 2.1, 6, 16, -7, -5, 2.9, -20, -8, -3
O=c1c(/C=C(\O)c2ccc(F)cc2)nc2ccccc2n1-c1ccccc1
 : 3.6, 13, 3, -15, -4, 0.6, -7, 5, -21
C1CN(CC2CCN(c3nc4nonc4nc3N3CCSCC3)CC2)CCO1
 : 0.8, -4, 1, -3, 2, 3.2, -11, -12, 6
CC(Nc1ccc2c(c1)OCCO2)C(=O)Nc1ccc2c(c1)OCO2 (configuration not stated)
 : 2.3, -4, 2, -7, 1, 2.0, -15, -1, -15
COc1ccc(OC)c(NC(=O)C2CC(=O)N(c3ccc(Br)cc3)C2)c1 (configuration not stated)
 : -0.9, -15, -4, 2, 11, -0.3, -15, 0, -9
COc1ccc(-c2csc(/C=C/c3ccc4c(c3)OCO4)n2)cc1OC
 : -0.8, -6, -1, -7, 1, 0.3, -26, -5, 17
O=C1NC(O)(c2ccccc2)Oc2ccccc21 (configuration not stated)
 : -0.1, -2, 5, -5, 4, 1.4, -13, 1, 4
Cc1ccc(NC(=O)CCCCCN2C(=O)[C@@H]3Cc4ccccc4CN3C2=O)cc1
 : 1.6, -9, -1, -13, 2, 5.9, -27, 0, -5
CCOc1cc(/C=N/NC(N)=S)cc(Br)c1OCc1ccccc1C
 : 0.1, 3, ·, -12, 9, 2.2, -11, -1, ·
CC(C)CNC(=O)COC(=O)c1n[nH]c2ccccc12
 : 0.3, -11, 1, -19, 7, 0.6, -12, -2, -4
CCc1nc2ccccc2n1CC1CC1(Cl)Cl (configuration not stated)
 : -0.4, -4, -1, 0, 6, 0.2, -4, -6, -5
Cc1ccc(CNC(=O)C(=O)NCC2OCCN2S(=O)(=O)c2ccc(C)cc2)cc1 (configuration not stated)
 : 1.1, -16, 0, -8, 15, 3.0, -17, 3, -20
CCN(CC(=O)N1CCCC1)S(=O)(=O)c1cc(C)ccc1OC
 : -1.5, -9, 1, -5, 9, 0.2, -8, -1, 3
CCOC(=O)N1CCN(S(=O)(=O)c2ccc(C)c([N+](=O)[O-])c2)CC1
 : 1.2, -5, 2, -12, 2, 1.9, -15, -10, -4
CC(C)[C@H](NC(=O)Cc1ccccc1)C(=O)OCc1cc(=O)n2c(n1)sc1ccccc12
 : 2.5, -7, 10, -8, 1, 3.2, -17, -9, -10
COc1ccc(C(C)=O)cc1CSc1nnc(Nc2ccccc2C)s1
 : -1.6, -6, -1, -6, -2, -0.5, -25, -10, 18
CN(C)/C=C(\C#N)C(=O)Nc1ccc(F)c(Cl)c1
 : 1.1, 12, 5, -10, -6, 3.2, 2, -2, -22
Cc1ccccc1-c1cc(C(=O)O)nn1CC1CC(c2cccc([N+](=O)[O-])c2)=NO1 (configuration not stated)
 : -1.1, -10, 7, -7, 7, 1.1, -4, 0, 2
O=C(/C=C/c1ccccc1)N(Cc1cccc(Cl)c1)C1CCS(=O)(=O)C1 (configuration not stated)
 : 0.0, -5, 13, -4, 14, -0.3, -16, 1, -6
Cn1c(=O)c2c(nc(SCCN3CCCCC3)n2Cc2ccccc2)n(C)c1=O
 : 0.2, 39*, 0, 1, -17, 0.5, -11, -6, -16
C=CCN(C(=O)c1csnn1)C(C(=O)NC1CCCCC1)c1ccc(F)cc1 (configuration not stated)
 : -0.3, -13, 1, 0, 5, 0.4, -20, -5, 10
CC(C)C(NC(=O)c1ccccc1F)C(=O)Nc1ccc2c(c1)OCO2 (configuration not stated)
 : -1.4, 4, 9, -21, 0, -1.8, -16, -4, 3
COCCC(=O)N1CCC(Oc2ccc(C(=O)NCc3cc(C)n(C)n3)cc2)CC1
 : 0.4, 6, 0, -9, -3, 2.1, -3, -3, -8

The results go on:
mol	OXTR agonist	M1 antag	TAAR1 ag	OXTR potentiator	CHRM1 PAM	V1aR counter	CHO parental Ca	M1 ag	TAAR1 antagonist
O=C(Cn1cc(C(F)(F)F)ccc1=O)Nc1ccc2c(c1)OCO2	·	0	0	·	-2	·	·	-2	-2
CCOc1ccc(C(=O)NCCCn2ccnc2)cc1	-0.2	8	1	-9	0	-0.5	-6	-2	-31
CCC[C@H]1CN(c2ccc(Br)cc2)C(=O)[C@@H]1CC(=O)Nc1ccccc1	·	-2	1	·	-4	·	·	-5	2
Brc1cccc(OCCCCn2cncn2)c1	0.8	6	0	-2	-1	-0.5	-2	-2	-9
COc1cccc(C(=O)OCC(=O)Nc2sc3c(c2C(N)=O)CCC3)c1O	0.8	6	1	-5	0	0.5	-6	-2	-1
COc1ccc(CNC(=O)N2CCc3nc(Nc4cc(OC)c(OC)c(OC)c4)ncc3C2)cc1	·	-18	1	·	4	·	·	0	-8
CCNC(=O)Cc1ccc(NS(=O)(=O)c2ccc(F)cc2)cc1	0.5	14	9	2	-7	0.6	0	0	-2
COc1ccccc1NC(=O)c1cccc(S(=O)(=O)N2CCN(c3ccccc3)CC2)c1	0.4	-4	5	0	9	0.7	-3	-1	-14
O=C(O)C1C2CCC(C2)C1C(=O)N1CCCC1 (configuration not stated)	-0.4	-4	0	-9	2	0.4	-10	2	-7
N#CCNc1ccc([N+](=O)[O-])cc1C#N	3.7	-1	3	-11	2	-0.1	-7	-4	-19
Cc1ccc(NC(=S)N2CCC(NC(=O)C3CCCCC3)CC2)cc1C	2.3	-20	-2	-6	17	1.5	-14	-8	-6
Cc1ccc(-n2ncc3c(NCc4ccco4)ncnc32)cc1C	-1.4	11	3	-5	-3	-0.2	-10	-4	-38
COc1ccc(CCC(=O)Nc2ccc(N3CCOCC3)cc2)cc1	0.7	-13	2	-2	1	2.5	-1	-2	-13
CC(OC(=O)C1CCN(S(=O)(=O)c2ccc(C(C)(C)C)cc2)CC1)C(=O)N1CCOCC1 (configuration not stated)	0.9	-9	1	-3	8	2.0	-1	0	13
CN(CCO)S(=O)(=O)c1ccc2c(c1)C(=NO)c1cc(S(=O)(=O)N(C)CCO)ccc1-2	1.1	1	6	-6	6	0.2	-4	-1	0
Cc1ccccc1S(=O)(=O)N(C)C[C@@H]1OCc2cnnn2CCCC(=O)N([C@H](C)CO)C[C@@H]1C	·	-6	6	·	9	·	·	-4	-17
S=c1[nH]nc(-c2ccc(Br)cc2)n1Cc1ccccc1	-1.6	5	-2	-1	-25	0.2	0	-10	4
CCOc1ccc(C(=O)/C=C/c2ccc(OC)c(OC)c2)cc1	0.3	-3	4	-9	4	0.5	-23	-5	3
